High-throughput results: PubChem, several laboratories
NR2E3 ag-1: human photoreceptor-specific nuclear receptor agonism; inhibition of corepressor binding, % at 3.98 µM; CHO-S Gal4-NCOR/VP16-NR2E3 two-hybrid, luciferase; 360,000 compounds, 0.35% hits; AID 602229; Q9Y5X4;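 active = inhibition above the mean of all tested compounds plus 3 SD, cut at about 70% in these data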;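 note: 0% = DMSO with NR2E3 transfected cells and 100% = cells lacking NR2E3 construct; higher means lower luciferase signal from less NR2E3 corepressor binding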
Target sequence (Q9Y5X4 whole entry, looked up, the tested form may be a part): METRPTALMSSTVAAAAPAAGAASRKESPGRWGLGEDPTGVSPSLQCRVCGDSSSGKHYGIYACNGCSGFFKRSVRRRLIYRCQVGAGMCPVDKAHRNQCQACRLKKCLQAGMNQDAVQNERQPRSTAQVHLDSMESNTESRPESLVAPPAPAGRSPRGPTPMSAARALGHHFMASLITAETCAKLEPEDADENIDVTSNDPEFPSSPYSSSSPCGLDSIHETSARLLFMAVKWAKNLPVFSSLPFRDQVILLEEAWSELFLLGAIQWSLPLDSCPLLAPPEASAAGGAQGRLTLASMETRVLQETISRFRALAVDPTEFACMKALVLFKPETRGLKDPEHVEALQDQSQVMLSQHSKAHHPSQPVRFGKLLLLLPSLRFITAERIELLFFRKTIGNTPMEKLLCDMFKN
hiPSC survival: increases survival of single human iPS cells. hiPSC single-cell survival, ATPlite luminescence; 100% = ROCK inhibitor wells, 0% = DMSO. AID 602274. survival enhancement, % at 20 µM. 360,000 compounds, 0.044% hits; in the data active = survival enhancement above about 18%;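 note: cells exposed to compounds for 16 hours before the ATP read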
Shn3 3UTR inh: Schnurri-3 reporter inhibition in Clone20 osteoblasts | inhibition, % at 12.5 µM | Clone20 osteoblast Shn3 3'UTR firefly luciferase, 24 h | 360,000 compounds, 0.52% hits;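 active = mean inhibition of at least 75% with every replicate also reaching 75%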;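 note: 0% = median of neutral control wells and 100% = pilot-screen positive control compound; some compounds past the cut are filed as inactive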
Cardio protect: modulators protecting cardiomyocytes from myocardial damage; H9c2 cardiomyocytes, H2O2 injury protection, ATPLite, 2 h; protection from H2O2 cell death, % at 20 µM; 360,000 compounds, 0.63% hits;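 active = compounds giving at least 50% protection of heart cells from peroxide-induced death in the single-dose screen, raw or plate-pattern-corrected value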;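 note: 0% = DMSO wells with peroxide and 100% = DMSO wells without peroxide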
CaV13 FRET inh: Primary screen for inhibitors of IQ motif and Ca2+-dependent inactivation inhibitor domain binding in CACNA1D, Förster resonance energy transfer in living cells, …; HEK cells, CFP/YFP FRET ICDI-IQ, plate reader, 10 min; percent FRET-ratio fall versus neutral wells; AID 743397; inhibition, % at 12.3 µM; 340,000 compounds, 0.098% hits;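 active = mean replicate inhibition of at least 30% and at least 1% of replicates passing that level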;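 note: 0% = median of the neutral control wells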
Peg3 prom inh: reduces Peg3 promoter-driven luciferase expression in HeLa. HeLa PEG-Prom luciferase reporter, luminescence, overnight. inhibition, % at 20 µM. 360,000 compounds, 1.7% hits;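 active = inhibition of at least 50% at 20 µM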
HTR2A ag: mouse HTR2A agonism via beta-arrestin recruitment | P35363 | CHO-K1 mHTR2A beta-arrestin complementation, luminescence; percent of 30 µM serotonin response | activation, % at 7.6 µM | 360,000 compounds, 0.66% hits | AID 624169;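 active = activation above a run cutoff, the mean activation of all tested compounds plus 3 SD, cut at about 14% in these data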;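 note: 0% = plate median of compound wells and 100% = 30 µM serotonin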
Target sequence (P35363 whole entry, looked up): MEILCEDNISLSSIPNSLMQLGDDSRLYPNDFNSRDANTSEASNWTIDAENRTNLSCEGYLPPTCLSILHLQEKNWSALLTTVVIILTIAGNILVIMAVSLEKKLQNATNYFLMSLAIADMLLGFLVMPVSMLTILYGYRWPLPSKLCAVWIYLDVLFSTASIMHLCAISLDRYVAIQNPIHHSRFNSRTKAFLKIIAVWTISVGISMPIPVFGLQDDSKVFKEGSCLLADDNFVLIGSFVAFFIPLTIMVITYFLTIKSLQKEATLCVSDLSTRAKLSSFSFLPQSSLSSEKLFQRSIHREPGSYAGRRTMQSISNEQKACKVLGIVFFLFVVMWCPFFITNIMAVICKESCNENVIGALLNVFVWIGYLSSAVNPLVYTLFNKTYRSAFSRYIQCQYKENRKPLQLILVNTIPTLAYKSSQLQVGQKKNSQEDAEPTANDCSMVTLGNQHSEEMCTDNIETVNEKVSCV
HIF-2a block: HIF-2a inhibition; 786-0 RCC cells HIF-2a reporter, luciferase luminescence, overnight; AID 624352; inhibition, % at 18.8 µM; 360,000 compounds, 0.72% hits;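 active = inhibition of the luminescence signal of 40% or more relative to plate controls, in a single-dose primary screen at 18.75 µM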
MITF TRPM1 inh: inhibitors of MITF-driven TRPM1 promoter in melanoma cells; SK-MEL-5 TRPM1 promoter luciferase, 24 h; inhibition, % at 12.5 µM; 330,000 compounds, 0.83% hits;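 active = mean inhibition across replicates of 60% or more, whatever share of single replicates reaches that level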; note: values of inactives mirror those of a sister screen read the other way
NR2E3 ag-2: agonists of human nuclear receptor NR2E3; inhibition of corepressor binding, % at 4.78 µM; 320,000 compounds, 0.12% hits; Q9Y5X4; GST-NR2E3/biotin-RetCOR TR-FRET, 1536-well; AID 2300;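 active = percent inhibition above the cutoff of mean plus 3 SD of all tested compounds, set per screening campaign, cut at about 20% in these data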;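 note: 0% = DMSO wells and 100% = biotin wells as full block of FRET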
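Material: NR2E3–RetCOR corepressor complex / Incubation: Compound–protein incubation for 5 h at 4 °C / Dosing: compound at 4.8 µM, single dose / Detection: time-resolved FRET / Benchmarks: high control biotin, low control 0.6% DMSO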
PDI turbidity: blocks human protein disulfide isomerase activity; 350,000 compounds, 0.052% hits; PDI insulin aggregation turbidity, A650, 90 min; P07237; inhibition, % at 10 µM;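 active = mean inhibition across replicates of 30% or more, whatever share of single replicates reach that level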;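 note: absorbance from insulin aggregation driven by PDI reduction with DTT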
* marks the source's active call; other numbers are inactive results; x = not tested or not shown.

SMILES	NR2E3 ag-1	hiPSC survival	Shn3 3UTR inh	Cardio protect	CaV13 FRET inh	Peg3 prom inh	HTR2A ag	HIF-2a block	MITF TRPM1 inh	NR2E3 ag-2	PDI turbidity
Cc1ccccc1C(=O)N1CCN(c2ccc(N3CCOCC3)nn2)CC1	16	-0.3	4	-2	-6	8	6	4	3	0	-1
Cn1c(=O)c2c(nc(CN3CCOCC3)n2Cc2ccccc2)n(C)c1=O	-7	2.3	-8	0	-6	4	-6	17	-4	x	0
S=C(NCCCc1ccccc1)Nc1ccc(Br)cc1	0	0.5	11	-15	-3	5	-10	-38	-6	x	7
CC(C)c1ccc2[nH]c3nc(SCC(=O)NC4CC4)nnc3c2c1	-7	0.2	-4	-2	-7	-12	-2	-41	-5	3	-8
CC(=O)Nc1ccc(C(=O)N2CCCCC2c2cc(C(=O)NCc3ccccc3)no2)cc1 (centres undefined)	-21	-0.9	-3	-8	-7	8	-5	-1	x	x	-2
O=C(CSC1=NCCS1)Nc1nc(-c2ccccc2)cs1	-37	-3.9	-28	-8	x	-111	5	-123	-24	-1	1
CCOc1cc2[nH]c(=S)n(CC3CCCN3CC)c(=O)c2cc1OCC (centres undefined)	18	8.2	-18	6	-5	11	1	13	9	-2	3
O=C(NCc1ccccc1Cl)C(=O)NCC1OCCN1S(=O)(=O)c1ccc(F)cc1 (centres undefined)	1	0.8	8	-2	-6	12	16*	14	-2	-3	-3
CCOc1ccc(OCC)c(Nc2cc(C)nc3ncnn23)c1	7	0.5	-16	-1	-2	0	-1	-15	7	-1	x
CC(C)(C)OC(=O)[C@H](Cc1ccccc1)NC(=O)c1nc[nH]c1C(=O)N1CCNCC1	-1	1.2	9	3	-9	-9	6	5	6	x	1
CCOC(=O)N1N=C(c2ccc(OC)cc2)CC1(O)C(F)(F)F (centres undefined)	-130	-1.6	-7	-15	5	-184	0	-134	-42	0	-9
Cc1cc(N2CCCC2)ccc1/C=C1\NC(=S)N(C)C1=O	-30	0.9	-18	-7	-8	-272	-3	-264	-76	-7	-7
COc1ccc([C@H]2CC(=O)C=C(c3cc(C)ccc3F)C2)cc1	1	1.2	11	-5	-6	24	-1	4	0	-1	-5
Cc1ccc(CSC2=Nc3ccccc3C3=NC(=O)CN23)cc1	-27	0.3	-7	-9	2	-131	-4	-298	-13	5	1
O=C(NCc1ccccc1)C1c2ccccc2OCC(=O)N1CCc1ccccc1 (centres undefined)	-9	0.4	x	x	-2	x	-6	17	x	x	x
OCCNc1nc(SCc2ccccc2)nc2sc3c(c12)CCC3	-38	-0.7	4	-11	-6	-27	-6	-69	-12	x	5
Cc1cc(N2CCOCC2)nc2ccc(NC(=S)N3CCN(Cc4ccccc4)CC3)cc12	23	0.8	-14	2	-6	23	-3	-17	4	-2	7
CSc1ccc(S(=O)(=O)NC2CC3CCC2C3)cc1 (centres undefined)	-19	-0.2	11	-7	-5	24	-1	14	5	1	9
CC(C)CCc1c(O)nc(SCC(C)C)[nH]c1=O	6	-0.5	-10	9	-1	8	2	-3	1	-4	-3
C=CCn1c(SCC(=O)c2ccc(Cl)cc2)nnc1-c1ccc2c(c1)OCO2	-2	-1.1	-2	-7	4	34	32*	9	-8	2	-8
CCC1=Nc2cc(C(=O)NCc3ccco3)ccc2Sc2ccc(C)cc21	27	1.7	13	-1	-5	4	-3	35	42	-1	10
CC(=O)Oc1ccc(N(C(C)=O)S(=O)(=O)c2ccc3ccccc3c2)cc1	5	0.0	30	-10	-18	-5	0	0	-3	5	1
COc1cc(NC(=O)C2CCN(S(=O)(=O)c3ccc(Cl)cc3)CC2)ccc1-n1cnnn1	9	-0.8	24	-3	-5	22	0	6	3	-1	4
CC(C)(C)NC(=O)Cn1c(SCC(=O)NC2CCCCC2)nc2ccccc21	13	-1.8	15	1	-8	10	3	13	11	-1	-9
COc1ccc(C(=O)N/N=C/c2ccc(OC)c(CN3CCc4cc(OC)c(OC)cc4C3C)c2)cc1 (centres undefined)	1	-0.2	-3	32	1	1	-5	10	1	-1	-5

Next records.
SMILES	NR2E3 ag-1	hiPSC survival	Shn3 3UTR inh	Cardio protect	CaV13 FRET inh	Peg3 prom inh	HTR2A ag	HIF-2a block	MITF TRPM1 inh	NR2E3 ag-2	PDI turbidity
CC(/C=N/Nc1nc(C)cc(=O)[nH]1)=C\c1ccccc1	-9	3.6	-37	4	-19	-77	0	-89	-47	-2	9
COc1ccccc1C1Nc2cccc3cccc(c23)N1	0	-2.5	-2	-2	x	-2	0	-47	1	-8	7
O=C(CN1CCN(C(=O)CCC(=O)N2CCC(c3ccccc3)=N2)CC1)Nc1cccc(F)c1	2	-0.7	13	0	-11	8	-6	-1	x	x	-5
COC(=O)c1cc(S(=O)(=O)N2CCOCC2)ccc1Sc1ccccc1N	-20	0.5	7	0	-6	14	3	-8	11	-2	7
CCC(=O)OCc1cc(=O)oc2ccc3ccccc3c12	-18	1.2	-3	0	-3	-16	-2	25	1	4	-4
Cc1ccc(C(=O)NC(c2ccccc2)C(Cl)Cl)cc1 (centres undefined)	-13	1.6	10	-1	-14	-23	-4	-84	-9	2	-8
CC(=O)Oc1ccc(N(c2ccccc2)S(=O)(=O)c2ccc(C)cc2)cc1	-20	0.1	4	0	-5	27	-4	17	2	3	9
CNC(=S)N(Cc1ccc(OC)cc1)Cc1cc2cccc(C)c2[nH]c1=O	-24	3.9	-10	-4	-6	24	-1	17	3	0	19
CCn1c(CNc2ccccc2Cl)nnc1SCC(=O)NCc1ccccc1	-21	12	20	2	-8	18	-4	4	3	1	11
CC(C)CNC(=O)C1(C)CCCN1C(=O)c1cccnc1 (centres undefined)	7	-1.1	0	1	-6	-2	-2	13	x	x	-6
CCCN(C(=O)COC(=O)CSc1ccc(C(N)=O)cc1[N+](=O)[O-])C1CCS(=O)(=O)C1 (centres undefined)	-20	0.8	1	-2	-5	1	11	16	-13	x	11
O=C(CNC(=O)C1CCCCC1)NCc1ccco1	-5	0.1	11	2	-3	14	7	1	4	1	-9
O=S(=O)(O)c1cc(O)c(N=Nc2ccc(O)cc2O)c2ccccc12	-27	1.0	-2	-10	-7	14	-1	29	39	x	-3
COC(=O)Cc1ccc(NC(=S)N2CCN(c3ccc(F)cc3)CC2)cc1	25	2.5	66	-12	-5	6	-1	16	6	-3	18
CN(C)c1ccc(-c2csc(C(C)(O)c3ccccc3)n2)cc1 (centres undefined)	-72	-0.1	-72	-22	-4	-357	-8	-265	x	x	1
COc1ccc(C(c2c(C)[nH]n(-c3ccccc3)c2=O)c2c(C)[nH]n(-c3ccccc3)c2=O)cc1OC	-16	2.0	-30	-6	-7	0	1	21	3	30*	-8
COc1ccc(-c2nnn(CC(=O)N(CCCO)C(C(=O)NC3CCCC3)c3ccncc3)n2)cc1 (centres undefined)	-1	0.0	14	3	-20	11	7	18	4	1	3
O=C(CC(NC(=O)OCc1ccccc1)C(=O)O)OCc1ccccc1 (centres undefined)	-12	-0.7	-8	-9	3	-14	-2	6	-10	5	1
NC(=O)CC(NC(=O)c1ccccc1)c1ccc(NC2CCCCCCC2)c([N+](=O)[O-])c1 (centres undefined)	-22	-1.2	51	-17	-9	6	19*	4	9	-1	-4
COc1ccc(-c2ccc(SCc3cccnc3)nn2)cc1OC	-2	-1.7	5	-7	-5	-48	-2	-69	-4	3	-3
CCN(c1ccccc1)S(=O)(=O)c1ccc(OC)c(NC(=O)Cc2ccccc2OC)c1	-1	0.3	27	-15	-7	23	-9	18	9	1	-2
COc1ccc(Cc2nnc(SCC(=O)c3ccc4c(c3)NC(=O)CO4)o2)cc1	11	-0.5	1	-2	-5	-11	-7	9	3	-6	5
Cc1cccc(C2=NN(c3ccc(Br)cc3)[C@@H](C(=O)N3CCOC3=O)[C@@H]2c2ccc([N+](=O)[O-])cc2)c1	-45	0.4	6	30	-6	1	-2	-3	5	x	-3
COc1ccc(OCC(=O)NC(=O)c2ccccc2OC)c([N+](=O)[O-])c1	-3	0.6	1	14	-5	-3	4	-12	-5	0	0
O=C1CC(/C=C/c2ccncc2)=Nc2ccccc2N1	-24	0.9	-8	-1	-5	-10	-1	-63	4	3	3

Of the compounds above, 11 have an aryl thioether with sulfur outside any ring.
SMILES	NR2E3 ag-1	hiPSC survival	Shn3 3UTR inh	Cardio protect	CaV13 FRET inh	Peg3 prom inh	HTR2A ag	HIF-2a block	MITF TRPM1 inh	NR2E3 ag-2	PDI turbidity
CC(C)c1ccc2[nH]c3nc(SCC(=O)NC4CC4)nnc3c2c1	-7	0.2	-4	-2	-7	-12	-2	-41	-5	3	-8
OCCNc1nc(SCc2ccccc2)nc2sc3c(c12)CCC3	-38	-0.7	4	-11	-6	-27	-6	-69	-12	x	5
CSc1ccc(S(=O)(=O)NC2CC3CCC2C3)cc1 (centres undefined)	-19	-0.2	11	-7	-5	24	-1	14	5	1	9
CC(C)CCc1c(O)nc(SCC(C)C)[nH]c1=O	6	-0.5	-10	9	-1	8	2	-3	1	-4	-3
C=CCn1c(SCC(=O)c2ccc(Cl)cc2)nnc1-c1ccc2c(c1)OCO2	-2	-1.1	-2	-7	4	34	32*	9	-8	2	-8
CC(C)(C)NC(=O)Cn1c(SCC(=O)NC2CCCCC2)nc2ccccc21	13	-1.8	15	1	-8	10	3	13	11	-1	-9
COC(=O)c1cc(S(=O)(=O)N2CCOCC2)ccc1Sc1ccccc1N	-20	0.5	7	0	-6	14	3	-8	11	-2	7
CCn1c(CNc2ccccc2Cl)nnc1SCC(=O)NCc1ccccc1	-21	12	20	2	-8	18	-4	4	3	1	11
CCCN(C(=O)COC(=O)CSc1ccc(C(N)=O)cc1[N+](=O)[O-])C1CCS(=O)(=O)C1 (centres undefined)	-20	0.8	1	-2	-5	1	11	16	-13	x	11
COc1ccc(-c2ccc(SCc3cccnc3)nn2)cc1OC	-2	-1.7	5	-7	-5	-48	-2	-69	-4	3	-3
COc1ccc(Cc2nnc(SCC(=O)c3ccc4c(c3)NC(=O)CO4)o2)cc1	11	-0.5	1	-2	-5	-11	-7	9	3	-6	5
